M5 ag: CHRM5 agonism in calcium assay | CHO-K1 hM5 cells, Fluo-8 calcium fluorescence; 0% DMSO wells, 100% maximal acetylcholine response | activation, % at 3 µM | actives 0.19% (n = 360,000) | P08912 | AID 624037;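 active = activation above the run's mean over test compounds plus 3 SD, cut at about 23% in these data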;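 also: signal is peak over basal fluorescence ratio across the kinetic read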
M4 ag: agonists of human muscarinic M4 receptor (CHRM4); P08173; CHO-K1 hM4/Gqi5, Fluo-8 calcium fluorescence; vehicle 0%, full acetylcholine response 100%; activation, % at 3 µM; actives 0.14% (n = 360,000); AID 624127;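 active = activation above the run mean over all test wells plus 3 SD, cut at about 32% in these data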;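 also: peak over basal fluorescence ratio per well then scaled between controls; 0% = DMSO wells and 100% = acetylcholine at EC100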
Target sequence (P08173 whole entry, looked up): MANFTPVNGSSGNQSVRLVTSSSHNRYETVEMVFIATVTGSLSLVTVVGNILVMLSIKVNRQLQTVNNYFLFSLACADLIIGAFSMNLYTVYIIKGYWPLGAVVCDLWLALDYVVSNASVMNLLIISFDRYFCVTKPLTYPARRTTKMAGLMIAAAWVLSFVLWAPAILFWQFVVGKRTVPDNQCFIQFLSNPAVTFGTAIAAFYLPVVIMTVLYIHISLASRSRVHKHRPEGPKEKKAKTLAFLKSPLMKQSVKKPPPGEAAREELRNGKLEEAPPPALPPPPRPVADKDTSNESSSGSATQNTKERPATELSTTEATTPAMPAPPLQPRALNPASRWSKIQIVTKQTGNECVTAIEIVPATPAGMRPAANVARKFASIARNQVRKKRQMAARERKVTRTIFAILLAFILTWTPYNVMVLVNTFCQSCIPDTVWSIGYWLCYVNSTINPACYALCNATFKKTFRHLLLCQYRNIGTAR
M1 PAM: potentiates human M1 receptor response to acetylcholine. P11229. CHO-K1 hM1, Fluo-8 calcium fluorescence, ACh EC20; 0% = ACh EC20, 100% = maximal ACh. activation, % at 3 µM. actives 0.088% (n = 360,000). AID 588819; in the data active = activation above about 19%, passing the limit was not always enough
Target sequence (P11229 whole entry, looked up): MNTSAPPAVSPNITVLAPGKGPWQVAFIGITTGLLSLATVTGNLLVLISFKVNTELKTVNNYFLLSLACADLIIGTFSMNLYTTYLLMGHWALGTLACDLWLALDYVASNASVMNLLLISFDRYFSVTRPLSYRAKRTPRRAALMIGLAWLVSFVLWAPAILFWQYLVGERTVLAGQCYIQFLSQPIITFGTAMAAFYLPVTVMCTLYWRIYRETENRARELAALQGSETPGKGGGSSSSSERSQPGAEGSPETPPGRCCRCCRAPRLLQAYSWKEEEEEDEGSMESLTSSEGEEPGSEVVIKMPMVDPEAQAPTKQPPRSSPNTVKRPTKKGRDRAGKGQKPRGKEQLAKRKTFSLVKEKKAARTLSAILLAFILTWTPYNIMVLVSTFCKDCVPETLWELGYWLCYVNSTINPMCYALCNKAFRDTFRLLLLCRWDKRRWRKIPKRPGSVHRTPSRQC
CHRM5 PAM: positive allosteric modulators of human muscarinic M5 receptor; CHO-K1 hM5, Fluo-8 calcium, ACh EC20 PAM; 0% = ACh EC20, 100% = ACh EC100; activation, % at 3 µM; actives 0.3% (n = 360,000); AID 624038;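 active = activation above the run cutoff, the mean activation of all test compounds plus 3 SD, cut at about 18% in these data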
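system = human M5 receptor in CHO-K1 cells | reagent = EC20 acetylcholine as agonist stimulus | compound dosing = single-point, 3 µM nominal | incubation = Fluo-8 loading 80 min at 37 °C plus 30 min room temperature | detection = Fluo-8 calcium dye fluorescence, kinetic read | benchmarks = low control EC20 acetylcholine (0%), high control EC100 acetylcholine (100%)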
CRFBP-R2 agonist: CRF-BP/CRF-R2 complex agonism; HEK293 CRF-R2/CRF-BP, calcium dye fluorescence (FLIPR); percent of saturating CRF peptide response; activation, % at 13.2 µM; actives 0.46% (n = 350,000); AID 588473;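 active = activation of at least 50%, plus an integration ratio under a set limit after plate pattern correction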;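 also: plate controls were neutral control wells without compound for no effect and CRF at EC100 for full effect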
CHRM5 antagonist: antagonists of human muscarinic M5 receptor (CHRM5) | actives 0.59% (n = 360,000) | inhibition, % at 3 µM | CHO-hM5 cells, Fluo-8 calcium fluorescence, ACh EC80 | P08912;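 active = inhibition above a per-plate cutoff, the mean of that plate's test compounds plus 3 SD, cut at about 27% in these data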;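 also: 0% = acetylcholine EC80 with DMSO and 100% = DMSO without agonist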
M4 antag: antagonists of human muscarinic M4 receptor (CHRM4) | actives 0.73% (n = 360,000) | AID 624125 | CHO-hM4 cells, ACh EC80, Fluo-8 calcium fluorescence | inhibition, % at 3 µM | P08173;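 active = inhibition above its plate's cutoff, the mean inhibition of sample wells plus 3 SD, cut at about 27% in these data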;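 also: 0% = acetylcholine EC80 with DMSO and 100% = DMSO without agonist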
CRFR2-BP antag: blocks CRF-induced signaling of the CRF-BP/CRF-R2 complex | HEK293 CRF-R2/CRF-BP, CRF-induced calcium fluorescence | inhibition, % at 11.8 µM | actives 0.59% (n = 350,000) | AID 588475;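 active = inhibition of the ligand-induced calcium signal above about 50% at the single tested concentration, limit read from the data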
CHRM4 PAM: CHRM4 positive allosteric modulation. AID 624126. CHO-K1 hM4/Gqi5, Fluo-8 calcium fluorescence, ACh EC20; 0% = ACh EC20, 100% = maximal ACh. actives 0.4% (n = 360,000). activation, % at 3 µM. P08173;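 active = activation above its plate's cutoff, the mean activation of sample wells plus 3 SD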; also: some results filed as inactive read as strong as hits
* = called active by the depositor; . = not tested or not shown. Hits appear at their usual frequency; any-hit rate near 2.6%.

Screens in order: M5 ag, M4 ag, M1 PAM, CHRM5 PAM, CRFBP-R2 agonist, CHRM5 antagonist, M4 antag, CRFR2-BP antag, CHRM4 PAM
[1] CC(C)CN(C(=O)CCNC(=O)c1ccccc1Cl)C1CCS(=O)(=O)C1 (configuration not stated)
  -2, 1, 10, 1, -0.9, 5, -7, 2, 10
[2] O=C(COC(=O)c1ccccc1)Nc1cc(Cl)ccc1Oc1ccccc1
  -3, 0, -2, 2, -1.9, 3, -2, 12, -4
[3] COc1cc(C2=NOC(C(=O)Nc3ccc(C)cc3)C2)cc(OC)c1OC (configuration not stated)
  3, 2, 2, 4, -0.2, -2, -2, -16, 5
[4] Cc1ccc(S(=O)(=O)c2nc(S(C)(=O)=O)sc2N2CC(C)OC(C)C2)cc1 (configuration not stated)
  -6, 0, 7, 4, 0.4, -9, 3, -17, 1
[5] CCOc1ccc2c(c1)nc(SCC(=O)c1ccc(Br)s1)n2C
  -4, -1, 7, 2, -2.4, 3, -6, 36, 1
[6] Cc1nc(SCC(=O)Nc2c(C)n(C)n(-c3ccccc3)c2=O)[nH]c(=O)c1C
  0, 1, 7, 5, 0.4, 1, -3, -7, 12
[7] O=S(=O)(c1ccc(-c2ccccc2)cc1)N1CCOCC1
  -9, 1, -3, -13, -0.6, 19, 10, 8, -3
[8] Cc1c(C(=O)N2CCCC2)c(S(=O)(=O)Nc2cccc(Br)c2)c(C)n1C
  -3, 2, 7, 2, -0.5, -13, -9, 2, 3
[9] CC(=O)Nc1ccccc1C(=O)C(=O)Nc1ccc(C(=O)NCC2CCCO2)cc1 (configuration not stated)
  1, 1, 2, -1, 0.0, 5, 6, -3, 0
[10] O=C(N/C(=C/c1cccc(Br)c1)c1nc(=S)[nH][nH]1)c1ccccc1
  0, 1, 9, -3, -2.6, 3, 4, -40, 4
[11] COc1ccccc1C(=O)C1CCCN(C(=O)c2ccc3c(c2)OCCO3)C1 (configuration not stated)
  -12, 4, -3, 11, 0.6, -10, -17, 9, -7
[12] C[C@H]1CN([C@@H](C)CO)S(=O)(=O)c2ccc(Br)cc2O[C@H]1CN(C)Cc1ccc(F)cc1
  -1, 0, -1, -2, -1.1, 7, 2, -2, -3
[13] C[C@H](/C=C/[C@@]1(O)[C@H](C)C[C@H](O)CC1(C)C)O[C@@H]1O[C@H](CO)[C@@H](O)[C@H](O)[C@H]1O
  4, 1, 0, -1, -1.6, 1, -2, 14, 2
[14] O=S(=O)(c1ccccc1)n1cc(-c2cccc3nccn23)c2ccccc21
  -3, 0, -22, -17, ., 10, 15, ., -10
[15] COc1cc(/C=N\Nc2nncn2N)ccc1OC(C)=O
  4, 1, 11, 1, -1.5, 9, -8, 10, -4
[16] CCN(CC)CCNC(=O)c1cn(CC)c2ccc(S(=O)(=O)N(C)C3CCCCC3)cc2c1=O
  -8, 1, 3, 0, -0.9, 18, 11, -3, -8
[17] O=C(Nc1cccc(NC(=O)c2cccs2)c1)c1ccc([N+](=O)[O-])o1
  5, 11, -6, -4, -0.7, -2, -3, 1, -22
[18] CC(C)(C)c1nc(CN2CCOCC2)ccc1O
  -5, 1, -5, -2, -1.0, 1, 2, 9, -3
[19] CC(=O)NC(c1ccc(F)c(F)c1)c1nc(-c2ccc3c(c2)OCO3)cs1 (configuration not stated)
  1, 5, 0, -1, ., -1, 2, ., 2
[20] COCCn1nnnc1C(c1cc2cc(OC)c(OC)cc2[nH]c1=O)N1CCN(c2ccc(O)cc2)CC1 (configuration not stated)
  -1, 1, 12, 4, -3.2, 2, -4, -4, 1
[21] Oc1ccccc1/C=N/Nc1nc2ccccc2o1
  -4, 2, 0, -4, 4.6, -5, -17, 0, -5
[22] COc1cc(NC(=O)CCCSc2nc(-c3ccco3)cc(C(F)(F)F)n2)cc(OC)c1OC
  1, 5, 8, 2, 3.1, 4, -9, 1, -4
[23] CN(C)CCCn1c(=S)[nH]c2sc3c(c2c1=O)CCCC3
  -4, 0, -9, -3, -1.6, 10, 6, 5, -8
[24] CC(C)CC(N)c1csc(Nc2ccc(C(=O)NCCCO)cn2)n1 (configuration not stated)
  3, 2, 15, 0, ., 2, -27, ., 7
[25] O=C(Nc1ccc(F)cc1)Nc1nnc(-c2ccco2)s1
  7, 7, 0, -8, 1.5, 5, 5, -6, -7
[26] O=C(OCc1cccc(F)c1)c1ccc2c(=O)n3c(nc2c1)CCC3
  9, 10, -1, -2, -1.1, 1, -11, -4, -9
[27] COc1ccc2nc(NC(=O)CCNC(=O)c3ccco3)sc2c1
  3, 2, 5, 2, 0.3, 12, 12, 2, 3
[28] CCCc1c(C(=O)N/N=C(\C)c2ccc(CC(C)C)cc2)nnn1-c1nonc1N
  3, 1, 2, 7, -0.2, 9, -21, 10, 9
[29] O=C(NCCN1CCN(Cc2ccc([N+](=O)[O-])cc2)CC1)C(=O)Nc1ccccc1
  1, 2, 1, 4, 0.5, -7, -3, 11, 2
[30] Cc1cccc(N2CC(C(=O)Nc3ccc4c(c3)OCCO4)CC2=O)c1C (configuration not stated)
  -2, 2, 10, -2, -1.5, 8, -2, 1, 1
[31] O=C(O)c1ccc(-n2nnnc2Oc2cccc3cccnc23)cc1
  1, 0, 7, 3, -1.7, -1, 10, -1, 13
[32] CCc1nc(C(N)=O)c2[nH]c(=O)n(-c3ccc(OC)cc3OC)c2n1
  1, -1, 15, 9, -0.8, 0, 14, -10, -2
[33] CCOCC(=O)Nc1cc(C(=O)Nc2cccc(C)c2C)ccc1Cl
  2, 0, 9, -2, -1.1, 1, -6, 5, 0
[34] CCCCC(=O)Nc1ccccc1N1CCOCC1
  -3, 0, -7, 8, -1.6, 14, 0, 6, 12
[35] COc1ccc(-c2ccc([C@H]3[C@H]4C=CC[C@@H](C)[C@@H]4C(=O)N3Cc3ccccc3)c(F)c2)cc1
  3, 0, 5, -2, 9.8, 11, -7, -12, 3
[36] CCc1nc(NCCO)c(C#N)c2c1CCCC2
  -3, 0, 9, 1, -0.5, 8, -9, 6, 1
[37] Cc1cc(N/N=C\c2ccc(Br)cc2)nc(-n2nc(C)cc2C)n1
  5, 1, 25, 20*, 1.4, -7, 9, -1, 27
[38] O=C(NCc1ccccn1)C1CCN(S(=O)(=O)N2CCC3(CC2)OCCO3)CC1
  -1, 1, 2, 7, -1.4, -5, -9, 18, 19
[39] Cc1ccc(S(=O)(=O)N2CCN(CC(=O)NC(=O)NCc3ccco3)CC2)cc1C
  0, 2, 14, 11, 2.8, -9, 5, -6, -7
[40] CCOc1ccc(C2=[N+]([O-])C(C)(C)N(O)C2(C)C)cc1
  -5, 0, 13, 8, 0.7, 0, -1, 9, 4
[41] C=CCNC(=S)NNC(=O)c1ccc(OC(C)C)cc1
  -3, 1, 7, 5, -0.5, -3, -16, -9, 19
[42] CC1(c2nnnn2Cc2ccccc2)CCC(=O)N1CCc1c[nH]c2ccccc12 (configuration not stated)
  8, 10, ., -8, ., -2, -7, ., 3
[43] COc1ccc([C@H]2CC(=O)C=C(c3cccc4c3Oc3ccccc3S4)C2)cc1
  1, 2, -5, -7, 0.7, 9, 0, -9, -5
[44] O=c1c(-c2ccc(O)cc2)coc2cc(O)ccc12
  11, 0, 0, -5, -1.2, 2, -16, 4, 4
[45] CCCS(=O)(=O)c1c(S(=O)(=O)CCC)c2c(N)cccn2c1C(=O)c1ccc(OC)cc1
  3, 3, 8, 6, 8.9, -15, -12, -23, 8

Some of the entries so far, as labelled records.
43. COc1ccc([C@H]2CC(=O)C=C(c3cccc4c3Oc3ccccc3S4)C2)cc1
  M5 ag: 1
  M4 ag: 2
  M1 PAM: -5
  CHRM5 PAM: -7
  CRFBP-R2 agonist: 0.7
  CHRM5 antagonist: 9
  M4 antag: 0
  CRFR2-BP antag: -9
  CHRM4 PAM: -5

44. O=c1c(-c2ccc(O)cc2)coc2cc(O)ccc12
  M5 ag: 11
  M4 ag: 0
  M1 PAM: 0
  CHRM5 PAM: -5
  CRFBP-R2 agonist: -1.2
  CHRM5 antagonist: 2
  M4 antag: -16
  CRFR2-BP antag: 4
  CHRM4 PAM: 4

More entries:
Screens in order: M5 ag, M4 ag, M1 PAM, CHRM5 PAM, CRFBP-R2 agonist, CHRM5 antagonist, M4 antag, CRFR2-BP antag, CHRM4 PAM
[46] CC(C)(C)C(=O)NC(=S)Nc1ccccc1N1CCCC1
  -5, -2, 2, 2, 0.9, -4, -10, -9, 4
[47] COc1ccccc1N/C(=N/S(=O)(=O)c1ccc(C)cc1)c1ccc(Cl)cc1
  -5, 2, -2, -1, 2.2, 0, -5, -22, -2
[48] Cc1ccc(NC(=O)c2cc(C(C)(C)C)nn2Cc2ccccc2)cc1
  3, 3, -9, -11, 1.8, 7, 6, -13, -34
[49] COc1cccc(C2CC(c3cccs3)=NN2C(=O)CSC2=NCCS2)c1OC (configuration not stated)
  -3, 5, 6, -5, 0.8, -4, -16, -12, 10
[50] CCCCCn1c(C(C)NC(=O)CCC)nc2ccccc21 (configuration not stated)
  1, 0, 6, -4, -6.4, 8, 7, 35, -2
[51] COc1ccc(S(=O)(=O)N2CCC(n3cnc4cc(C(F)(F)F)ccc43)CC2)cc1
  -2, 0, -1, -8, -0.7, 3, 4, 8, -8
[52] COc1ccc(C2C(C(N)=O)=C(C)Nc3nc(-c4ccccc4OC)nn32)cc1OC (configuration not stated)
  -4, 0, 4, -3, -1.7, -1, -6, 12, 16
[53] O=C(O)CN=CC1=C(O)CC(c2ccccc2)CC1=O (configuration not stated)
  0, 2, 3, 7, -0.8, -3, -20, -1, 6
[54] CCCSc1nc(C)c(CC(=O)O)c(=O)[nH]1
  1, 0, 13, 10, -1.0, -5, 2, 11, 28*
[55] CCN(CC)c1ccc(NC(=O)CSc2nc3nc(C)cc(C)c3c(=O)[nH]2)cc1
  -10, 0, -7, 6, -1.2, -3, 1, 1, 0
[56] Cc1sc2nc(C3CC3)nc(NCCNS(=O)(=O)c3ccccc3)c2c1C
  -4, 6, 2, -6, 1.3, 4, -2, -28, -2
[57] COc1ccc(-c2coc3cc4oc(=O)cc(C)c4cc23)cc1F
  0, 0, -1, -1, 1.8, -4, 5, 13, -6
[58] COc1ccccc1/C=C/C(=O)NC(=S)NC(C)C
  -3, 7, -14, -17, 0.5, 19, 9, -45, -11
[59] O=C(O)c1cccc(NC(=O)C23CC4CC(C2)CC(n2cnc(Cl)n2)(C4)C3)c1
  0, 0, 5, -2, 1.0, -1, -3, -4, -1
[60] NC(=O)c1ccsc1NC(=O)c1cc(=O)c2ccccc2o1
  2, 3, -1, -4, 0.2, 1, -1, 9, -7
[61] COc1ccc(N2CCN(C(=O)c3ccc4c(Cl)c5c(nc4c3)CCCC5)CC2)cc1
  -4, -1, -8, -8, -1.4, 0, -10, 24, 1
[62] O=C(Oc1ccc(C(=S)N2CCOCC2)cc1)c1ccccc1
  0, 3, 11, 6, -1.2, -5, 3, 0, -4
